DAX1 inh-1 = DAX1 (NR0B1) inhibitors, primary screen, cell-based, HEK293, Gal4-DAX1, luciferase luminescence. Nuclear receptor subfamily 0 group B member 1 (Homo sapiens), P51843. HEK293 Gal4-DAX1 luciferase reporter. inhibition, % at 6.75 µM. hit rate 0.99% among 340,000. AID 504766, 2011;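 active means inhibition above the mean over all tested compounds plus 3 SD, cut at about 4.2% in these data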;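 further: 0% = DAX1-transfected cells with DMSO and 100% = empty-vector control cells with DMSO; inhibition shows as a rise in luminescence from relieved DAX1 repression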
Target sequence (P51843 207-470 limits assumed): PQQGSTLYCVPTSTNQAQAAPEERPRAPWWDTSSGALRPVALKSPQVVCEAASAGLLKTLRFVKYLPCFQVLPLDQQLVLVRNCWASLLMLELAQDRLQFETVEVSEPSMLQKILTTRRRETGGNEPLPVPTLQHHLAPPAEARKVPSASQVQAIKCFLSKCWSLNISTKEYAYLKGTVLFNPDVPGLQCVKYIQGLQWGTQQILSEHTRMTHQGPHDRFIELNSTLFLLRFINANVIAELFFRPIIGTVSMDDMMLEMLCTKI
FXN GAA850 act = FXN promoter activators, primary screen, cell-based, luciferase luminescence, HEK293 lucGAA850. HEK293 lucGAA850 FXN promoter luciferase reporter, 24 h; percent of 10 µM SAHA response. activation, % at 6 µM. hit rate 0.56% among 360,000. AID 540364, 2011;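 active means activation above the average of all compounds screened plus 3 SD, cutoff fixed separately per campaign, cut at about 7.5% in these data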;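 further: 0% = DMSO wells and 100% = 10 µM SAHA wells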
hgDAF-12 ag = H. glycines DAF-12 receptor agonists, primary screen, cell-based, luminescence, HEK293, GAL4 fusion, UAS-luciferase; Nuclear hormone receptor DAF-12 (Heterodera glycines), GAL4 fusion; activation, % at 6.8 µM; HEK293 GAL4-hgDAF12 UAS-luciferase reporter, agonist luminescence; normalized to butyrate control; AID 687014, 2013; hit rate 1.8% among 370,000;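 active means activation above a cutoff set at the mean of all screened compounds plus 3 SD, cut at about 10% in these data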;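 further: 0% = DMSO wells and 100% = sodium butyrate wells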
ADAM10 inh = human ADAM10 inhibitors, primary screen, biochemical, QFRET, HTS; inhibition, % at 7 µM; Disintegrin and metalloproteinase domain-containing protein 10 (Homo sapiens), O14672; recombinant ADAM10, EDANS/DABCYL FRET peptide cleavage, 3 h; hit rate 0.62% among 370,000;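 active means inhibition above a per-campaign cutoff equal to the mean of compounds falling between control-based bounds plus 3 SD, cut at about 20% in these data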;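 further: 0% = DMSO wells while the 100% control is not disclosed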
Target sequence (O14672 214-748 limits assumed): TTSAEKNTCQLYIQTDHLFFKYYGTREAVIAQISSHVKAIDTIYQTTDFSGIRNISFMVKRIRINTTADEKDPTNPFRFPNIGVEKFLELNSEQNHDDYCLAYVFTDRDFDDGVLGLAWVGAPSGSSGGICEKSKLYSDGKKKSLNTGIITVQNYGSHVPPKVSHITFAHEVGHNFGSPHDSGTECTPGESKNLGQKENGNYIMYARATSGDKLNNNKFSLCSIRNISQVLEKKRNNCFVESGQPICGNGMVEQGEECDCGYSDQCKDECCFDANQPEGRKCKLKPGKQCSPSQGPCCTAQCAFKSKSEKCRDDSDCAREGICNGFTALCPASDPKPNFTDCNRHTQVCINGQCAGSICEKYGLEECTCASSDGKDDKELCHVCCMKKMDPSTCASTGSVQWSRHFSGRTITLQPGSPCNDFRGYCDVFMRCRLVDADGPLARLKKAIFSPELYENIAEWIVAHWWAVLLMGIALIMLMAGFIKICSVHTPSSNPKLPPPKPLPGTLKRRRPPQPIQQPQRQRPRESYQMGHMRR
NPR1 activator = GC-A stimulated cGMP production enhancers – HEK293 GC-A cells, cGMP TR-FRET, EC30 ANP, primary screen. Atrial natriuretic peptide receptor 1 (Homo sapiens), P16066. 0% at EC30 ANP, 100% saturating ANP. activation, % at 10 µM. hit rate 0.14% among 370,000. AID 1671463, 2021; in the data active means activation above about 40%
ssDAF-12 act = S. stercoralis DAF-12 nuclear receptor activators, primary screen, cell-based, luminescence, HEK293, GRIP1 co-expression, lit1-tk-luc; Nuclear hormone receptor DAF-12 (Strongyloides stercoralis); HEK293 ssDAF-12/GRIP1 lit1-tk-luc reporter; % of 3 µM dafachronic acid response; activation, % at 6.8 µM; hit rate 1% among 370,000; AID 652126, 2013;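 active means activation above the mean over all tested compounds plus 3 SD, cut at about 0.9% in these data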;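 further: 0% = DMSO-only wells and 100% = 3 µM delta7-dafachronic acid wells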
SMARCA2 activ = SMARCA2 (BRM) function activators, primary screen, cell-based, luminescence, high throughput; hit rate 1% among 370,000; activation, % at 9.1 µM; MG213 cells, MMTV-luciferase reporter, dexamethasone, overnight; in the data active means activation above about 7.8%;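 further: 0% = vehicle wells and 100% = reference activator wells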
ADAM17 inh = ADAM17 inhibitors, primary screen, biochemical, QFRET; Disintegrin and metalloproteinase domain-containing protein 17 (Homo sapiens), P78536; recombinant ADAM17, EDANS/DABCYL FRET peptide cleavage; inhibition, % at 6.95 µM; hit rate 0.83% among 370,000;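 active means inhibition above the mean of compounds lying between control limits plus 3 SD, set per campaign, cut at about 8.5% in these data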;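 further: 0% = DMSO-only wells as the low control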
DAX1 inh-2 = DAX1 (NR0B1) inhibitors on StAR promoter, primary screen, cell-based, luminescence, SF-1 (NR5A1), full-length DAX-1; HEK293T StAR-luciferase reporter, SF-1/DAX-1 repression relief; inhibition, % at 6.8 µM; hit rate 1.1% among 370,000; AID 652010, 2013;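 active means inhibition above the mean over all tested compounds plus 3 SD, cut at about 3.6% in these data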;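 further: 0% = DAX-1 cells with DMSO and 100% = cells lacking DAX-1 with DMSO; higher inhibition means more luminescence from relief of DAX-1 repression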
hcDAF12 agonist = H. contortus DAF-12 nuclear receptor activators, primary screen, cell-based, luminescence, HEK293, lit1-tk-luc reporter; HEK293 hcDAF-12 lit1-tk-luc reporter; 0% DMSO, 100% Δ7-dafachronic acid; activation, % at 6.8 µM; hit rate 1.4% among 370,000; AID 652067, 2013;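 active means activation above the mean of all tested compounds plus 3 SD, cut at about 5.5% in these data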;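 further: 100% = response to 3 µM Δ7-dafachronic acid high control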
PG9 binder = binders of HIV-1 gp120 antibody PG9, primary screen, biochemical, TR-FRET; hit rate 0.43% among 360,000; AID 624416, 2012; HIV-1 gp120 / PG9 antibody interaction; inhibition, % at 6.7 µM; TR-FRET gp120-PG9 antibody binding; in the data active means inhibition above about 8.5%
The depositor's hits bear a star; i = inactive; · = not tested or not shown.

Compound	DAX1 inh-1	FXN GAA850 act	hgDAF-12 ag	ADAM10 inh	NPR1 activator	ssDAF-12 act	SMARCA2 activ	ADAM17 inh	DAX1 inh-2	hcDAF12 agonist	PG9 binder
COc1ccccc1NC(=O)Cn1c(=O)n2nc(C)nc2c2ccccc21	-1.2	3.4	-0.3	-2	-2	-0.8	2	1	-1.0	0.3	-1.2
Cc1csc(=Nc2ccccc2)n1CCO	-0.1	3.8	1.4	12	4	-1.0	0	2	-0.5	0.1	-4.2
O=C(CSc1nnc2ccccn12)Nc1ccc2c(c1)OCO2	0.6	-0.1	0.8	-12	-1	-1.8	-1	-2	1.2	-1.2	-0.7
CCN(CC(=O)Nc1c(F)cccc1F)C(=O)/C=C/c1cn(Cc2ccccc2)nc1-c1cccnc1	0.8	2.9	-3.0	-21	0	-0.8	-2	-7	-1.1	-0.8	-3.6
Cc1nc(SCn2nnc3ccccc3c2=O)nc(C)c1C	1.1	4.5	-0.6	-7	7	-0.8	2	-4	0.6	-2.0	-0.9
O=C(O)c1cccc(S(=O)(=O)NCCc2ccccc2)c1	-1.2	1.4	-2.8	-8	2	-0.8	-1	-4	0.0	0.2	-0.5
C=CCNc1nc(C)nc(OC)n1	0.0	1.1	0.0	5	-1	-0.2	-2	-6	-0.2	0.2	-0.8
CC(COc1cccc(OC(F)(F)F)c1)CN1CCC(C(O)(c2ccccc2)c2ccccc2)CC1 (stereo not given)	·	·	1.1	10	-14	-1.3	-3	7	-1.2	-0.9	·
O=C(Nc1ccc(Cl)cc1)C1(S(=O)(=O)c2ccccc2)CC1	2.1	0.4	1.2	-5	-4	-1.5	-4	-4	-1.4	0.0	1.2
CC(=O)c1c(C(C)=O)c(C)n(C2CCCCC2)c1C	0.2	4.0	-1.8	2	0	-1.9	0	-3	0.9	-0.3	1.8
CC1C/C(=N\NC(=O)CCc2ccc(S(=O)(=O)N3CCOCC3)cc2)CC(C)(C)C1 (stereo not given)	-0.8	3.1	1.9	-9	1	-0.7	0	-1	-0.7	-0.1	-1.4
CC(C)CN1C(=O)[C@@]2(CC(=O)N(C)C2c2ccccc2)c2cc(-n3cc(CCc4ccccc4)nn3)ccc21 (stereo not given in full)	·	·	0.3	3	-5	-1.2	-5	5	1.6	-2.9	·
Cc1cc(C)n(/N=C/c2cccs2)c(=O)c1C#N	-0.9	-0.2	-3.0	-1	1	-1.4	1	-5	0.1	0.5	-2.4
O=C1c2ccccc2S(=O)(=O)N1CC(O)COc1ccc(Br)cc1 (stereo not given)	1.2	-2.8	1.9	2	12	-1.6	1	4	-0.1	-0.9	-0.5
COc1ccc(CCNC(=O)CSc2nc3[nH]ncc3c(=O)n2-c2ccccc2OC)cc1OC	0.1	-1.5	2.5	5	3	-1.4	2	1	-0.3	0.3	-0.7
O=C(CSc1nnc(C2CC2)n1Cc1ccccc1)Nc1cccnc1Cl	-1.4	-0.6	2.1	-11	0	-2.1	-3	-3	-0.8	-1.2	-1.8
COC(=O)c1cc(NC(=O)c2c(-c3c(Cl)cccc3Cl)noc2C)ccc1N1CCOCC1	4.0	1.0	-0.9	-13	4	-0.7	6	-3	-0.9	-1.1	-2.0
COc1ccc(/C=C2\SC(=O)N(CCNC(=O)C3CC(=O)N(c4ccccc4)C3)C2=O)cc1 (stereo not given)	-0.1	-1.9	3.0	1	1	-1.3	3	-1	-0.5	-0.4	-3.7
CC(C)Cn1cnc2c(c1=N)C(c1ccccc1)C1=C(CC(C)(C)CC1=O)O2 (stereo not given)	-0.6	-0.8	-2.5	1	-10	-1.0	0	-6	-0.3	-1.5	-0.3
O=C(N/N=C/c1cccc(Oc2ccccc2)c1)c1ccccc1Br	0.0	-0.3	-3.5	8	-6	-1.5	-1	4	-0.4	-1.1	1.0
O=[N+]([O-])c1ccc(NN=Cc2cc(Br)ccc2O)nc1	1.2	0.3	3.5	-2	0	-1.0	-3	-1	-0.6	-0.2	0.2
S=c1[nH]nc(COc2ccccc2)n1/N=C/c1ccccn1	1.5	-2.7	-0.7	-3	0	-1.7	-1	5	0.2	1.1	3.7
O=C1C(=O)N(c2ccccn2)C(c2ccc(F)cc2)/C1=C(/O)c1ccc(Br)cc1 (stereo not given)	0.0	-0.3	2.0	-7	1	-1.1	-1	-1	-0.2	-2.2	-2.2
CC(=O)N1CCC2(CC1)C/C(=N\NC(=S)Nc1ccccc1C)c1cc(O)ccc1O2	2.3	0.0	-1.4	-112	0	-1.9	-2	-27	-1.6	-1.2	-0.3
O=C(NCc1ccco1)Nc1ccc([N+](=O)[O-])cc1	0.0	0.9	3.1	-3	1	-1.4	-2	1	-0.3	-1.5	0.2
O=C(CSc1nnc(COc2ccc(Br)cc2)o1)NC1CCCCC1	0.9	-0.2	-0.1	4	7	-1.1	0	-4	-0.2	-2.2	0.9
O=C(COC(=O)C1CC2C=CC1C2)Nc1cccc(S(=O)(=O)N2CCCCCC2)c1 (stereo not given)	-0.7	-0.1	-1.9	13	4	-1.7	-4	4	-0.1	0.2	-0.1
C[C@@H](NC(=O)c1nc[nH]c1C(=O)NCC(=O)OC(C)(C)C)c1ccccc1	-0.1	0.1	-2.0	2	3	-1.7	0	-5	-0.5	-1.8	1.7
Cc1ccccc1NC(=O)CCC(=O)N/N=C/c1ccc(F)cc1	-0.5	2.6	-2.0	-8	0	-1.2	0	-4	-0.6	-1.9	-0.5
O=S(=O)(/N=C(/c1ccccc1)N1CCCCC1)c1ccccc1	0.5	3.0	1.8	5	-2	-0.9	-2	-4	0.3	0.7	-1.5
COc1ccc(-c2nc(C(=O)NCCCN3CCOCC3)cc3c2[nH]c2ccccc23)cc1OC	-0.2	-0.2	-2.9	i	0	-1.5	3	-174	-0.1	-0.6	0.1
CCN(CC)C1CCN(C(=O)c2ccc(OC3CCN(CCc4ccccc4)CC3)cc2)C1 (stereo not given)	0.0	-0.3	0.8	3	1	-0.1	4	0	3.2	0.4	0.3
Cc1cccc(NC(=S)N/N=C2\CC(C)(C)Oc3ccc(O)cc32)c1	-1.9	-1.4	-2.9	-25	0	-2.0	0	-19	-1.0	-1.2	-4.3
COc1ccc(OCc2cc(C(=O)N[C@H]3CCCCNC3=O)no2)c(Cl)c1	1.2	3.9	4.2	5	23	-0.7	2	-1	3.6*	1.4	-3.0
COc1ccc(OC)c(NC(=S)NCc2cccnc2)c1	-0.2	2.0	-0.7	-7	3	-0.9	-5	-4	-1.2	-1.2	-0.3
COc1ccc(CCNC(=O)Cn2c(=O)n(CCCC(=O)NCc3ccco3)c(=O)c3sccc32)cc1OC	0.5	-1.0	-0.3	-7	-1	-1.6	-1	-5	0.0	-1.9	-0.3
Cc1cc(OCC(=O)NCc2cccnc2)c2c(C)c(C)c(=O)oc2c1	-0.2	-0.6	-0.5	-95	-11	-1.4	-2	-34	-0.2	-0.7	0.3
O=C1CC(SC2=NCCS2)C(=O)N1c1cccc(Cl)c1Cl (stereo not given)	-0.8	0.4	0.9	4	0	-1.1	-4	3	-0.1	0.1	-1.0
C[C@H](CO)N1C[C@H](C)[C@@H](CN(C)C(=O)NC2CCCC2)Oc2cc(Br)ccc2S1(=O)=O	1.0	-1.6	-2.5	2	5	-0.6	-3	5	1.1	-2.0	0.9
CCC(/C=N/Nc1ccc(S(=O)(=O)N2CCCC2)cc1[N+](=O)[O-])CC	0.2	1.1	0.1	-3	-3	-0.3	-2	-4	0.1	-0.3	-0.3
Cc1[nH]c(=S)c(C#N)c(C)c1CCC#N	-1.8	1.0	0.3	-5	7	-0.6	-2	-6	-0.1	-0.4	1.8
COc1ccc(Cl)cc1NC(=S)Nc1ccccc1F	-0.2	3.4	-3.1	-2	-2	-0.9	0	-5	0.3	-0.1	-0.6
COCCCN(CC(=O)O)S(=O)(=O)c1cccc(Cl)c1	0.0	0.4	-0.6	0	0	-0.8	4	1	0.2	1.4	0.3
CS(=O)(=O)Cc1ccc(C(=O)N2CCCC2c2cccs2)cc1 (stereo not given)	-0.9	-0.4	-1.7	2	-2	-0.9	0	1	-0.1	-2.1	0.7
CCNc1nnc(-c2ccncc2)s1	-0.1	-2.0	0.0	i	-2	-0.8	5	-355	0.1	0.2	0.1
CC1(C(=O)NCCc2c[nH]c3ccccc23)CCN1Cc1ccccc1OC(F)F (stereo not given)	·	-6.7	-7.0	10	-8	-1.2	-1	3	-0.8	-2.3	0.5
CCc1ccc(-c2nn(-c3cc(Cl)ccc3[N+](=O)[O-])c(=O)c3ccccc23)cc1	0.2	-0.2	-0.6	-7	2	-1.7	0	-4	-0.5	-0.7	1.9
